Screening results from PubChem BioAssay.
ATXN viability: viability counter-screen for ATXN expression inhibitors; AID 651635; 0.49% of 400,000 active; S2 cells (HEK-293 line with an ATXN2-luciferase reporter) viability, CellTiter-Fluor protease fluorescence, 24 h; Potency, µM (top dose mostly 56.7 µM), most hits filed as cytotoxic; active means well fitted cell-killing curve with a large enough effect; inconclusive means small, poorly fitted or top-dose-only effect, or effect the other way; inactive means no such curve, though single readings can be large or run the other way; further: potency means the concentration at half of the fitted maximal effect; nearly all actives have a fitted effect of over 40% in size
IL1B secr inh: inhibitors of inflammasome signaling (IL-1 beta secretion); THP-1 LPS/ATP IL-1B secretion, AlphaLISA, 16 h; hits give low values; 4.7% of 360,000 active; activity change, % at 57.5 µM; AID 743279; in the data active means activity change below about -50%; inconclusive means mostly about -30% to -49%; further: on the % scale 0 is the no-effect control and ±100 the full control effect
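THP-1 cells pretreated 1 hr with compounds (up to 57.5 uM final), then stimulated with LPS (250 ng/mL final) plus ATP (1.25 mM final); secreted IL-1B measured by AlphaLISA after 16 hr, decreased signal indicating inhibition.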
An asterisk follows results filed as active; i = inactive; ? = inconclusive; nt = not tested or not shown. Only part of the results is shown; the hit share may differ from the screen's.

SMILES | ATXN viability | IL1B secr inh
COc1cc(=O)n2c(c1C(=O)N(C)Cc1nccs1)CCN(Cc1ccc(F)c(F)c1)CC2 | i | nt
COc1ccc(OC)c(C(=O)N(Cc2cc3cccc(C)c3nc2N2CCC(O)CC2)C2CC2)c1 | i | nt
Cc1cnc(C)c(-c2cc(F)cc3c2OC(CNC(=O)Cc2c(C)noc2C)C3)n1 (centres undefined) | i | nt
O=C([C@@H]1C[C@@H](Sc2nc3ccccc3[nH]2)CN1Cc1ccc(Cl)cc1)N1CCN(c2ccccc2F)CC1 | ? | nt
C[C@@]12CC[C@@H]3c4ccc(O)cc4CC[C@H]3[C@H]1CC[C@H]2O | ? | nt
C[C@@]12CC[C@@H]3c4ccc(O)cc4CC[C@H]3[C@H]1C[C@@H](O)[C@H]2O | i | nt
COc1ccc(O)c(CN2CCC3(CCC(CNC(=O)c4ccccc4)O3)CC2)c1 (centres undefined) | i | nt
COCc1ccc(CN2CCOc3c(cc(-c4cc(C)c5cccc(OC)c5n4)cc3OC)C2)o1 | ? | nt
CCCCCCCCCCCCCCCCCC(=O)OCCO | i | nt
Cc1c(C(=O)NCC(C)(C)N2CCOCC2)cnn1-c1nccc(-c2cccs2)n1 | i | nt
COc1ccccc1C(=O)N1CCOc2ccc(CN3CCN(Cc4ccccn4)CC3)cc2C1 | i | nt
COCCN1CCN(C(=O)c2cnn(-c3nccc(-c4ccccc4F)n3)c2-c2ccco2)CC1 | i | nt
CCN1CCCC1CNC(=O)c1cnn(-c2nccc(-c3cc(OC)ccc3OC)n2)c1C (centres undefined) | i | nt
COC(=O)C1CCN(Cc2ccc3c(c2)CN(C(=O)c2sc(C)nc2C)CCO3)CC1 | i | nt
CCn1nc(C)cc1C(=O)NCC1Cc2cc(C)cc(-c3ccccc3C(=O)OC)c2O1 (centres undefined) | i | nt
CC(=O)S[C@H]1CC2=CC(=O)CC[C@@]2(C)[C@H]2CC[C@@]3(C)[C@H](CC[C@]34CCC(=O)O4)[C@@H]12 | i | nt
COc1cccc(-c2cc3c(c(OC)c2)OCCN(Cc2ccccc2O)C3)n1 | i | nt
COc1cc2c(cc1O)CCN[C@]21CS[C@@H]2c3c(OC(C)=O)c(C)c4c(c3[C@H](COC1=O)N1[C@@H]2[C@H]2c3c(cc(C)c(OC)c3O)C[C@@H]([C@@H]1O)N2C)OCO4 | ? | nt
COc1cccc(-n2c(SC)nnc2C2CCN(Cc3cccc(OC)c3O)CC2)c1 | i | nt
Cc1ccnn1CC(=O)N1CCOc2c(cc(-c3csc4ccccc34)cc2OC2CCOC2)C1 (centres undefined) | i | nt
COc1cc(=O)n2c(c1C(=O)NC(C)c1ccco1)CCN(C(=O)c1cc(C)cc(C)c1)CC2 (centres undefined) | i | nt
Cc1c(C(=O)NCC2CC2)sc2ncnc(NCCN3CCCCC3)c12 | i | nt
Cc1ncc(-c2ccc(F)cc2)c(C2CCCN(Cc3cccc(O)c3)C2)n1 (centres undefined) | i | nt
O=C(c1nc2ncccn2n1)N1CCOc2ccc(C(O)C(c3ccccc3)c3ccccc3)cc2C1 (centres undefined) | i | nt
CC(NC(=O)c1cc(F)ccc1F)c1nnc2n1CCN(Cc1ccccc1O)CC2 (centres undefined) | i | nt

Exported tab-delimited: part of the list above.
structure	ATXN viability	IL1B secr inh
COc1cc(=O)n2c(c1C(=O)N(C)Cc1nccs1)CCN(Cc1ccc(F)c(F)c1)CC2	i	nt
COc1ccc(OC)c(C(=O)N(Cc2cc3cccc(C)c3nc2N2CCC(O)CC2)C2CC2)c1	i	nt
Cc1cnc(C)c(-c2cc(F)cc3c2OC(CNC(=O)Cc2c(C)noc2C)C3)n1 (centres undefined)	i	nt
O=C([C@@H]1C[C@@H](Sc2nc3ccccc3[nH]2)CN1Cc1ccc(Cl)cc1)N1CCN(c2ccccc2F)CC1	?	nt
C[C@@]12CC[C@@H]3c4ccc(O)cc4CC[C@H]3[C@H]1CC[C@H]2O	?	nt
C[C@@]12CC[C@@H]3c4ccc(O)cc4CC[C@H]3[C@H]1C[C@@H](O)[C@H]2O	i	nt
COc1ccc(O)c(CN2CCC3(CCC(CNC(=O)c4ccccc4)O3)CC2)c1 (centres undefined)	i	nt
COCc1ccc(CN2CCOc3c(cc(-c4cc(C)c5cccc(OC)c5n4)cc3OC)C2)o1	?	nt
CCCCCCCCCCCCCCCCCC(=O)OCCO	i	nt
Cc1c(C(=O)NCC(C)(C)N2CCOCC2)cnn1-c1nccc(-c2cccs2)n1	i	nt
COc1ccccc1C(=O)N1CCOc2ccc(CN3CCN(Cc4ccccn4)CC3)cc2C1	i	nt
COCCN1CCN(C(=O)c2cnn(-c3nccc(-c4ccccc4F)n3)c2-c2ccco2)CC1	i	nt
CCN1CCCC1CNC(=O)c1cnn(-c2nccc(-c3cc(OC)ccc3OC)n2)c1C (centres undefined)	i	nt
COC(=O)C1CCN(Cc2ccc3c(c2)CN(C(=O)c2sc(C)nc2C)CCO3)CC1	i	nt
CCn1nc(C)cc1C(=O)NCC1Cc2cc(C)cc(-c3ccccc3C(=O)OC)c2O1 (centres undefined)	i	nt
CC(=O)S[C@H]1CC2=CC(=O)CC[C@@]2(C)[C@H]2CC[C@@]3(C)[C@H](CC[C@]34CCC(=O)O4)[C@@H]12	i	nt

(continued)
SMILES | ATXN viability | IL1B secr inh
CO[C@@H]1CC[C@@]2(C)[C@@H](CC[C@@]3(C)[C@H]2CC=C2[C@H]4CC(C)(C)[C@H](O)[C@@H](OC(C)=O)[C@]4(CO)[C@H](O)C[C@]23C)[C@@]1(C)CO (tested in a mixture with another compound) | ? | nt
COc1ccc(OC)c(-c2cc(Cl)c3c(c2)CC(CNC(=O)/C=C/c2ccccn2)O3)c1 (centres undefined) | i | nt
Cc1nnsc1C(=O)NCC1Cc2cccc(-c3ncccn3)c2O1 (centres undefined) | ? | nt
C[C@@H]1[C@H](C)CC[C@@]2(C(=O)O)CC[C@]3(C)C(=CC[C@H]4[C@@]5(C)CC[C@@H](O)C(C)(C)[C@@H]5CC[C@@]43C)[C@@H]12 | i | nt
CCC(C)(C)OC(=O)N[C@@H](Cc1c[nH]c2ccccc12)C(=O)N[C@@H](CCSC)C(=O)N[C@@H](CC(=O)O)C(=O)N[C@@H](Cc1ccccc1)C(N)=O | i | nt
Cc1ncc2c(c1CNS(=O)(=O)N(C)C)CCN(C(=O)c1ccccc1F)C2 | i | nt
COc1ccc(CN2CCN(C(C)=O)CC2)cc1OC1CCN(C(=O)c2ccc3ccccc3n2)CC1 | i | nt
CN1CC[C@@]23c4ccccc4N[C@H]1[C@]21CCN(C)[C@@H]3Nc2ccccc21 | i | nt
COCC(=O)Nc1cc(C(=O)NC2C3CC4CC2CC(O)(C4)C3)cc2nc(-c3ccccc3)n(C)c12 (centres undefined) | i | nt
Cc1nc(C(=O)N(Cc2cc3ccc(F)cc3nc2N2CCC(O)CC2)CC2CCCO2)cs1 (centres undefined) | ? | nt
COc1ccc(O)c(CN2CCC3(CC2)c2ccccc2[C@@H](NC(=O)c2cccc(F)c2)[C@@H]3OC)c1 | ? | nt
C=C1CC23C[C@H]4[C@@H]5[C@@]6(C)C[C@H](OC(=O)c7ccccc7)[C@@H](OC(C)=O)[C@]57[C@@H]2[C@@H](OC(C)=O)[C@H]1[C@@H](O)[C@H]3[C@H]7N4C6 | i | nt
Cc1c(C(=O)N2CCN(C(C)C)CC2)sc2ncnc(NCc3ccco3)c12 | i | nt
COC(=O)c1cccc(C(=O)N2CCc3c(cnc(C)c3CNC(=O)/C=C/c3cccs3)C2)c1 | i | nt
CN(CCO)C(=O)c1cn(C2CCN(Cc3cccc(C(F)(F)F)c3)CC2)nn1 | i | nt
Cc1cccc(C(=O)NCC2Cc3cc(F)cc(-c4cnccn4)c3O2)n1 (centres undefined) | i | nt
Cc1c(C(=O)NC2CCCCCC2)sc2ncnc(NCC3CCCO3)c12 (centres undefined) | i | nt
CC(=O)N1CCC[C@H]1C(=O)NCC1Cc2cc(F)cc(-c3ccc(F)c(C)c3)c2O1 (some centres undefined) | i | nt
NCC[C@H](O)C(=O)N[C@H]1C[C@@H](N)[C@@H](O[C@H]2O[C@@H](CN)[C@@H](O)[C@@H](O)[C@@H]2O)[C@@H](O)[C@@H]1O[C@H]1O[C@@H](CO)[C@@H](O)[C@@H](N)[C@@H]1O | i | nt
O=C(NCCc1nnc2n1CCN(Cc1ccc(F)c(F)c1)CC2)c1ccoc1 | i | nt
COc1ccc(CN2CCOc3c(cc(-c4ncc(C(F)(F)F)cc4Cl)cc3OCC3CCCO3)C2)c(O)c1 (centres undefined) | ? | nt
COc1ccc(CN2CCOc3c(O)cc(-c4cc(C)c5ccc(F)cc5n4)cc3C2)c(O)c1 | i | nt
C[C@@H]1C[C@@H]2[C@H]3CCC4=CC(=O)C=C[C@]4(C)[C@]3(F)[C@@H](O)C[C@]2(C)[C@@]1(O)C(=O)CO | i | nt
COc1ccc(N2C(=O)[C@@H]3C[C@H]2CN3Cc2cccn2-c2ccccn2)cc1Cl | i | nt
Cc1c(C(=O)NCC2(N3CCOCC3)CCCCCC2)cnn1-c1nccc(-c2ccccc2F)n1 | i | nt

Additional results
SMILES | ATXN viability | IL1B secr inh
CC[C@H]1OC(=O)[C@H](C)[C@@H](O[C@H]2C[C@@](C)(OC)[C@@H](O)[C@H](C)O2)[C@H](C)[C@@H](O[C@@H]2O[C@H](C)C[C@H](N(C)C)[C@H]2O)[C@](C)(O)C[C@@H](C)/C(=N\OCOCCOC)[C@H](C)[C@@H](O)[C@]1(C)O | i | nt
Cc1ccc(CN2C[C@@H](Sc3nc(C)cc(C)n3)C[C@H]2C(=O)N2CCN(c3ccccc3F)CC2)cc1 | i | nt
C[C@]12C=CC(=O)C=C1CC[C@@H]1[C@H]3C[C@@H](O)[C@](O)(C(=O)CO)[C@@]3(C)C[C@H](O)[C@]12F | i | nt
COCc1c(C(=O)NC2CCCC2)cnn1-c1nccc(-c2cccs2)n1 | i | nt
CCC1(C2CCN(Cc3ccccn3)CC2)NC(=O)N(CC2COc3ccccc3O2)C1=O (centres undefined) | i | nt
COc1ccc(F)c(CN2CCC3(CCC(CNC(=O)c4ccn(C)n4)O3)CC2)c1 (centres undefined) | i | nt
CCCS(=O)(=O)NCc1c(C)ncc2c1CCN(C(=O)c1ccc3[nH]c4c(c3c1)CCCC4)C2 | i | nt
O=C(NC1CCCCC1)C(c1ccc(C(F)(F)F)cc1)n1c(=O)c(-c2cc3ccccc3[nH]2)nc2ccccc21 (centres undefined) | nt | 70
CCC(CC)C(C(=O)NCc1ccccc1)N1CCN(CCN2CCOCC2)CC1 (centres undefined) | nt | -13
COc1ccc(C(C(=O)Nc2c(C)cccc2C)n2c(=O)c(-c3ccco3)nc3ccccc32)cc1 (centres undefined) | nt | -3
O=C(C[C@H]1CC[C@@H]2[C@H](COC[C@H](O)CN2Cc2nccs2)O1)NCc1ccccc1Cl | nt | -14
CCOC(=O)[C@]12CCCC=C1N(Cc1ccccc1)C(=O)[C@H](CC(=O)NCC1CCCCC1)C2 | nt | ?
COC(=O)[C@]12CCCCC=C1N(Cc1ccc3c(c1)OCO3)C(=O)[C@H](CC(=O)NCCC(C)C)C2 | nt | ?
CCC(C)CN1C(=O)CN(S(C)(=O)=O)CC1(C)C(=O)Nc1ccc2c(c1)OCCO2 (centres undefined) | nt | -20
Cc1ccc(N2CCN(C(=O)C(=O)c3cccc([N+](=O)[O-])c3)CC2)cc1 | nt | -3
COC(=O)[C@@]12C[C@@H](CC(=O)NCc3cccc4ccccc34)C(=O)N(Cc3ccc4c(c3)OCO4)C1=CCC(C)(C)C2 | nt | -87*
O=C(NC1CCCCC1)C(c1ccnc2ccccc12)n1c(=O)c(-c2ccco2)nc2ccccc21 (centres undefined) | nt | -12
COC(=O)C[C@@H]1CC[C@@H](NC(C)=O)[C@@H](CO)O1 | nt | -7
COC1=CC(=O)OC(c2ccccc2)C1 (centres undefined) | nt | 29
COc1cccc(C(Nc2ccccc2)c2ccc3ccc(C)nc3c2O)c1 (centres undefined) | nt | 55
CC(=O)N1c2ccccc2N=C(c2ccc3c(c2)OCO3)C1C(=O)NCc1ccccc1 (centres undefined) | nt | -17
CC(C)NC(=O)C1C(c2ccccc2)=Nc2ccccc2N1C(=O)c1cc(Cl)cc(Cl)c1 (centres undefined) | nt | 1
CCOC1=C2CN(S(=O)(=O)c3ccc(C)cc3)C(c3ccc(CC)cc3)CC2N(S(=O)(=O)c2ccc(C)cc2)C(c2ccc(CC)cc2)C1 (centres undefined) | nt | 9
CC(C)(C)NC(=O)C(c1ccc(-c2ccccc2)cc1)n1c(=O)c(-c2ccccc2)nc2ccccc21 (centres undefined) | nt | 12
CC1(C(=O)Nc2ccc3c(c2)OCCO3)CN(S(C)(=O)=O)CC(=O)N1CCc1c[nH]c2ccccc12 (centres undefined) | nt | -23
